SENP7 block – SENP7 protease inhibition; Q9BQF6; recombinant SENP7, Z-RLRGG-aminoluciferin luminescence, 40 min; inhibition, % at 5 µM; 1.5% of 330,000 active;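 active means inhibition above about 50% at the single test dose, limit read from the data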;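 further: plate controls were DMSO with enzyme for no effect and no enzyme buffer wells for full effect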
ATG4B inh – blocks human ATG4B protease cleavage of LC3 substrate; ATG4B cleavage of LC3-PLA2, NBD-HPC fluorescence, 1 h; inhibition, % at 8.33 µM; 0.51% of 340,000 active; AID 504462; in the data active means inhibition above about 40%
Target sequence (Q9Y4P1 whole entry, looked up): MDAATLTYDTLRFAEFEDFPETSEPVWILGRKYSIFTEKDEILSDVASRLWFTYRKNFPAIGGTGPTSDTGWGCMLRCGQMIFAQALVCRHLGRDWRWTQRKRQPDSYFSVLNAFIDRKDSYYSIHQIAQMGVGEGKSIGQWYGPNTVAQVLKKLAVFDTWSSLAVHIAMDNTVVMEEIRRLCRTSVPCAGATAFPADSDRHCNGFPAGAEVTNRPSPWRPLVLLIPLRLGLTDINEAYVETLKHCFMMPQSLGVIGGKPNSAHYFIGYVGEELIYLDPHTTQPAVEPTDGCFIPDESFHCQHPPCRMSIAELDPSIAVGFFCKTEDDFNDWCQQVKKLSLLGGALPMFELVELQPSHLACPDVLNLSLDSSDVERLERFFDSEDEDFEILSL
NR3A LBD binder – modulates the human NR3A ligand-binding domain; Tm shift relative to glycine control, % at 25 µM; AID 1259313; 2.5% of 340,000 active; NR3A LBD differential scanning fluorimetry, Tm shift; 0% = protein alone, 100% = glycine-bound protein;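 active means melting temperature shift of at least 10% of the positive control shift, at one fixed dose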
SENP8 block – SENP8 (human) protease inhibition; 0.64% of 360,000 active; recombinant SENP8, Nedd8 substrate fluorescence; inhibition, % at 20 µM; Q96LD8; in the data active means inhibition mostly above about 40%, no sharp cut-off; inactive means mostly below about 27%
Target sequence (Q96LD8 whole entry, looked up): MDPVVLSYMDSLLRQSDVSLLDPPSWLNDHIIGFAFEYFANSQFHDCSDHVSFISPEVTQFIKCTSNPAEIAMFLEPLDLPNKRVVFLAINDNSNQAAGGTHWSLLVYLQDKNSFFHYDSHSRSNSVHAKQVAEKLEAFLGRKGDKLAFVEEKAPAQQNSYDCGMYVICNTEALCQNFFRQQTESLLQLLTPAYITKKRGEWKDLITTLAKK
PfG6PD inh – PfG6PD (Plasmodium falciparum) enzyme inhibition | PfGluPho enzyme, NADPH resazurin-diaphorase fluorescence | inhibition, % at 20 µM | 0.78% of 350,000 active | AID 504690;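 active means inhibition reaching at least a set limit at 20 µM in the primary screen, cut at about 59% in these data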;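 further: 0% = DMSO wells with substrate and 100% = DMSO wells lacking glucose-6-phosphate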
SENP6 inh – SENP6 protease inhibition. Q9GZR1. Recombinant SENP6 catalytic domain, aminoluciferin luminescence. inhibition, % at 10 µM. 1.8% of 330,000 active;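 active means inhibition above about 50% at the single tested dose, limit read from the data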;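 further: plate controls were DMSO wells with enzyme for no effect and DMSO wells lacking enzyme for full effect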
HKDC1 inhibitor – blocks human hexokinase HKDC1 activity | Q2TB90 | recombinant HKDC1, G6PDH/diaphorase resazurin coupled fluorescence | inhibition, % at 20 µM | AID 493160 | 0.16% of 340,000 active;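 active means inhibition above about 35% when tested at 20 µM, limit read from the data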;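 further: plate controls were DMSO wells with enzyme for no effect and DMSO wells lacking enzyme for full effect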
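Incubation: 90 min at room temperature in dark / Material: recombinant HKDC1 (HK5) hexokinase enzyme, produced in-house / Quantity: enzyme 5 µg/mL final / Compound: one dose of 20 µM, 1% DMSO / Reagent: glucose and ATP substrates / Buffer or medium: Tris pH 8.0 buffer with MgCl2, Tween-20, BSA, BME / Technique: resorufin fluorescence at 613 nm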
MPTP block – inhibitors of mitochondrial permeability transition pore; AID 602449; 1.4% of 360,000 active; inhibition, % at 10 µM; isolated mouse mitochondria, Ca2+ swelling absorbance, 30 min;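 active means inhibition of 50% or more, scaled per plate between neutral and stimulator controls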;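 further: 0% = DMSO wells given calcium and 100% = 1 mM EGTA wells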
* marks the source's active call; other numbers are inactive results; . = not tested or not shown. The order is random; overall some 6.9% were active at least once.

Values in the order – SENP7 block, ATG4B inh, NR3A LBD binder, SENP8 block, PfG6PD inh, SENP6 inh, HKDC1 inhibitor, MPTP block
1. Cc1cccc(C2c3[nH]c4ccccc4c3CCN2C(=O)c2nn(C)c(=O)c3ccccc23)n1 (stereo not drawn)
  -2, 16, -6, 15, -2, -14, -1, -0.9
2. CCOC(=O)c1cnc(SC2CC(=O)N(c3ccccc3)C2=O)nc1N (stereo not drawn)
  5, -7, -15, 34, 6, 3, -1, -3.4
3. Cc1cc(NC(=O)CSc2nc3c(cc2C#N)CCC3)no1
  -8, -1, 0, -287, 4, -22, 0, -2.7
4. COc1cc(NC(=O)C(C)Oc2ccccc2)c(C(=O)O)cc1OC (stereo not drawn)
  6, -7, 0, -8, 16, -4, 5, 0.2
5. CN1CCN(C(=O)C23CC4CC(C)(CC(C)(C4)C2)C3)CC1
  -9, 4, 3, 5, 4, -29, -8, 2.1
6. NC(=O)c1ccccc1NC(=O)COc1ccc(Cl)cc1
  -1, 1, -4, -12, 6, -27, -7, -0.8
7. COc1cc(C(C(=O)NCC2CCCO2)N(C(=O)Cn2nnc3ccccc32)c2ccc(C(C)=O)cc2)ccc1O (stereo not drawn)
  6, -6, -2, 8, -7, -6, -2, 0.2
8. Cc1nc(N/N=C/c2ccccn2)sc1C
  ., -14, 0, ., 22, ., 7, .
9. CCOC(=O)c1sc(NC(=O)c2ccncc2)c(C#N)c1C
  12, -9, -11, 32, 78*, 5, -15, 97*
10. C/C(CC(=O)NCc1ccc(Cl)cc1)=N\NC(=O)c1ccccc1F
  8, 1, 0, 20, -11, 11, -7, 0.7
11. CC(C)n1c(=O)c2c(O)cc(=O)oc2c2ccccc21
  2, -10, 2, -50, -4, -4, 2, 0.1
12. N#Cc1cccc(NC(=O)c2ccc(S(=O)(=O)N3CCOCC3)cc2)c1
  -4, 1, 16*, -4, -4, -2, -8, -1.6
13. COc1cc2c(cc1OC)CN(c1nc(CN3CCCC3)nc3sc(C)c(C)c13)CC2
  0, 6, -2, -20, 17, -1, -6, 0.7
14. Cc1ccc2c(c1)N1C(=O)c3ccccc3C1C1=C(CC(C)(C)CC1=O)N2 (stereo not drawn)
  -7, -2, 0, 4, -13, 2, -5, -0.3
15. COc1ccc(C(=O)CSc2nc(C)cc(C)n2)cc1[N+](=O)[O-]
  7, -10, -1, 4, -6, 3, 2, 1.7

Values in the order – SENP7 block, ATG4B inh, NR3A LBD binder, SENP8 block, PfG6PD inh, SENP6 inh, HKDC1 inhibitor, MPTP block
16. O=C(C1CC(c2ccc(F)cc2)=NO1)N1CCN(c2ccccc2)CC1 (stereo not drawn)
  14, -11, -2, 14, -4, -2, -6, 3.2
17. CC[C@@H]1C(c2cccc(Cl)c2)=NN(c2ccc(Br)cc2)[C@H]1C(=O)N1CCOC1=O
  8, 9, 4, -383, 20, ., 18, 1.2
18. Cc1ccc([C@H]2C(C(=O)O)=C[C@@H](C(C)(C)C)N2S(=O)(=O)c2ccc(C)cc2)cc1
  1, 0, 1, 5, -13, -7, 0, -0.4
19. O=[N+]([O-])c1ccc(NCCCNS(=O)(=O)c2ccccc2)c(Cl)c1
  -5, -8, 0, 20, -17, -16, 14, 12
20. COc1ccccc1NC(=O)CN(Cc1ccco1)C(=O)c1ccc(N2CCCC2=O)cc1
  -10, -12, -1, -7, -2, -7, -9, 0.6
21. COc1ccccc1NC(=O)CCN1CCN(c2ccc(Cl)cc2)CC1
  12, -9, -1, 8, -9, -16, -5, -1.5
22. Cc1cc(N2CCN(C(=O)c3ccco3)CC2)n2nc(C)c(-c3ccccc3)c2n1
  ., -20, -1, -320, -6, ., -1, -0.5
23. Nc1nnc(SCC(=O)c2ccc3ccccc3c2)s1
  0, -12, -18, ., 12, 17, 6, .
24. COc1ccc(S(=O)(=O)Nc2cccc(SC)c2)cc1OC
  0, -11, 2, -1, -10, -2, -7, 15
25. CS(=O)(=O)CCC(C(=O)n1nnc2ccccc21)N1C(=O)c2ccccc2C1=O (stereo not drawn)
  -3, -12, 5, 4, 0, 2, 3, 0.6
26. Cc1cc(F)ccc1NCc1cc2c(cc1[N+](=O)[O-])OCO2
  4, 3, -6, -105, 21, 22, 8, 0.7
27. COc1ccc(OC)c(Cc2nnc(CCC(=O)NC3CCCC3)o2)c1
  0, -1, -2, 9, -8, 7, 6, 0.8
28. Cc1nc2nc(-c3ccccc3)[nH]n2c(=O)c1C
  -2, 4, 2, -6, 27, -1, -8, 0.2
29. O=S(=O)(/N=C(/Nc1ccccn1)c1ccccc1)c1ccccc1
  -9, -19, ., 7, 9, -23, 17, -0.9
30. CCc1nn(CCCC(=O)NCc2cc(Br)ccc2OC)c(=O)c2cc3occc3n12
  2, 9, -1, 3, 0, 1, 1, -1.3

Values in the order – SENP7 block, ATG4B inh, NR3A LBD binder, SENP8 block, PfG6PD inh, SENP6 inh, HKDC1 inhibitor, MPTP block
31. COc1cc(C)ccc1OCC(=O)NC1CCCCCC1
  -2, 3, -2, 16, -18, -1, 1, -0.7
32. O=C1CC(c2ccccc2)c2ccccc21 (stereo not drawn)
  5, 13, 1, 4, 3, -14, -11, 0.7
33. Cc1ccc(NC(=O)C2(c3ccccc3)CCCC2)nc1
  -4, -10, 2, 27, 5, -2, -1, 0.3
34. CCOC(=O)c1c(S(=O)(=O)N(C)Cc2ccccc2)c(C)n(C)c1C
  2, 5, 1, 9, -10, 11, 3, -1.9
35. CCOC(=O)C1CCCN(C(=O)/C=C/c2cc(OC)c(OC)c(OC)c2)C1 (stereo not drawn)
  -1, -15, -2, -99, -2, -17, -12, 0.9
36. COc1ccc(NC(=O)CSc2nc3c(c(=O)[nH]2)CCC3)cc1OC
  2, -1, 2, 13, 8, -10, 0, -0.7
37. Cc1ccc(-c2cc3nc(C)cc(NCc4ccco4)n3n2)cc1
  92*, 4, 0, -329, 55, 81*, -5, 1.2
38. Cc1cc(N2C(=O)CC(Cc3ccccc3)C2=O)no1 (stereo not drawn)
  4, -8, 0, 3, -6, -16, -3, -2.5
39. COc1ccccc1CSc1nc2ccccc2[nH]1
  -7, -1, 0, 5, 8, 15, -3, 0.8
40. COc1cccc(C(=O)Cn2c(=N)n(C)c3ccccc32)c1
  14, -7, 0, 2, 13, 64*, -5, 0.0
41. O=C(Nc1cccc(F)c1)C1CCN(C(=O)c2ccc(Br)cc2)CC1
  0, -1, -5, 7, -9, -1, 3, 6.1
42. Cc1ccc(OCc2cc(C(=O)N3CCCCCCC3)no2)cc1C
  -1, 6, 2, 1, 14, -6, -4, 0.0
43. CC1CCCCN1C(=O)CSc1nnc(-c2ccc(Cl)s2)o1 (stereo not drawn)
  -2, 5, -14, -170, 12, -19, -1, -1.5
44. COc1ccc(NC2=CC(=O)CC(c3ccccc3)C2)c(OC)c1 (stereo not drawn)
  -8, -3, ., -21, -6, -3, -4, -0.8
45. CCN1CCc2c(sc(NC(=O)COc3ccccc3)c2C(=O)OC)C1
  -10, -11, 1, -1, -1, -25, 4, 0.4

Values in the order – SENP7 block, ATG4B inh, NR3A LBD binder, SENP8 block, PfG6PD inh, SENP6 inh, HKDC1 inhibitor, MPTP block
46. Cc1cc(NC(=O)CSCC(=O)Nc2ccc(Cl)c(C(F)(F)F)c2)no1
  -3, 4, ., 10, 29, -5, 1, -0.4
47. Cc1cc(/C=N/NC(=O)c2c(Br)cnn2C)c(C)n1-c1cccc(Br)c1
  3, 14, -8, 4, 3, 6, -16, -0.5
48. CCOc1ccc(NC(=O)c2cc3cc4ccc(OC)cc4nc3o2)cc1
  -9, -3, 13*, -310, -14, -9, -5, 1.3
49. CC(=O)Nc1cccc(NC(=O)Nc2cccc(F)c2)c1
  -9, -10, 29*, 16, 6, -11, -10, 6.4
50. O=c1c2ccccc2cnn1CCOc1ccccc1
  93*, 10, -9, 8, -1, 92*, -1, -0.3
51. COc1ccc(Cl)cc1NC(=O)CN(C)C(=O)c1cc2c(F)cccc2s1
  6, 2, 2, -6, 18, 4, -1, 0.2
52. CCOc1ccc(OCCOCCOc2c(Cl)cccc2Cl)cc1
  0, 11, 6, 25, 9, -8, 2, 1.3
53. CC(=O)NN1C(=O)c2ccccc2NC1c1cccc([N+](=O)[O-])c1 (stereo not drawn)
  10, 7, -2, 3, -6, -2, 2, 2.0
54. CC1(C)CC(=O)C(CS(=O)(=O)c2ccccc2)=C(Cl)C1
  -1, 6, 2, 11, -10, 1, -5, -0.1
55. COc1ccc(/C=N/N=C2/C(=O)Nc3ccccc32)cc1O
  10, -20, -1, 20, 20, 2, 5, -0.8
56. CC(C)c1cc(-c2cc(C(=O)Nc3ccccc3)on2)nc(NC2CCCC2)n1
  4, 9, -8, -361, 2, 1, 6, 0.4
57. CCNC(=O)C(=O)NCCC1CCCCN1S(=O)(=O)c1cccs1 (stereo not drawn)
  -11, 0, -2, 12, 2, -16, -6, -0.6
58. O=C(O)c1ccc(/C=N/NC(=O)c2ccc3c(c2)OCCO3)cc1
  3, -7, 0, -6, 22, 7, -5, -1.1
59. COc1ccc(C(=O)Nc2ccccc2SCc2cc(=O)n3nc(C)sc3n2)cc1OC
  8, -4, -2, 7, -2, -7, -1, -3.9
